LYP phosphatase: inhibition of human PTPN22 tyrosine phosphatase – biochemical, DiFMUP fluorescence, recombinant catalytic domain, 10 µM, primary screen (AID 606); recombinant LYP catalytic domain, DiFMUP fluorescence; higher % means a stronger effect; inhibition, % at 10 µM; hits with a dose series show IC50 in µM; 52,000 tested, under 10 active;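 active = IC50 under 40 µM in the dose-response test; inactive = IC50 of 40 µM or more, or never dose-tested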
HPDE-C7K KRASV12: viability loss of HPDE-C7K cells – cell-based, fluorescence, HTS, primary screen (AID 431) | HPDE-C7K KRASV12 cells, Alamar Blue viability, 48 h; higher % means a stronger effect | one-dose cytotoxicity, % at 10 µM; EC50 in µM for titrated hits | 63,000 tested, 1.7% active;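 active = compounds whose percent cytotoxicity in the single-dose primary screen, scaled between solvent and toxic-drug controls, exceeds 50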;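 also: 0% = DMSO solvent wells and 100% = doxorubicin-treated wells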
Alkaline phosphatase: human TNAP enzyme inhibitors, biochemical, luminescent (AID 518). purified TNAP enzyme, luminescent substrate readout; higher % means a stronger effect. one-dose inhibition, % at 20 µM; IC50 in µM for titrated hits. 64,000 tested, 0.09% active; in the data active = a potency from the dose series; inactive = the rest, 99 in 100 with inhibition below about 22%;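 also: plate controls were vehicle for no effect and reference inhibitor for full effect; many of its hits are not listed in these tables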
HT1080 cytotoxicity: cytotoxicity in HT1080 fibrosarcoma cells, cell-based, fluorescence readout (AID 620); HT1080 viability, fluorescence; higher % means a stronger effect; one-dose cytotoxicity, % at 10 µM; EC50 in µM for titrated hits; 87,000 tested, 0.42% active;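 also: cells exposed to compound overnight then 4 h with Alamar Blue; 0% = vehicle DMSO and 100% = killing control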
Bfl-1 inhibitors: Bfl-1 inhibitors, primary screen, biochemical, fluorescence polarization, FITC-Bid, mouse (AID 432). FITC-Bid BH3 peptide fluorescence polarization displacement; higher % means a stronger effect. displacement, % at 20 µM, or IC50 in µM where a hit was titrated. 64,000 tested, 0.02% active; in the data active = a potency from the dose series; inactive = the rest, 99 in 100 with displacement below about 15%; also: strong numbers were not always called active
DPM-DC inhibit: inhibitors of Streptococcus pneumoniae diphosphomevalonate decarboxylase | purified DPM-DC, PK/LDH coupled NADH fluorescence | 65,000 tested, 0.49% active | calls only at 10 µM | AID 556;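 active = the 320 compounds with the highest percent inhibition in the single-dose primary screen, excluding strongly autofluorescent ones, cut at about 32% in these data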;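 also: kinetic rate of NADH fluorescence loss reporting ADP formed by the decarboxylase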
PMK inhibit: blocks S. pneumoniae phosphomevalonate kinase; AID 539; inhibition, % at 10 µM; 65,000 tested, 0.49% active; purified PMK, PK/LDH-coupled NADH absorbance 340 nm;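 active = top-ranked compounds by inhibition in the single 10 µM screen, taking a fixed number of the strongest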;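 also: 0% = full reaction with DMSO carrier and 100% = background rate without enzyme reaction; no value below 0 was filed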
Spn MK inh: blocks S. pneumoniae mevalonate kinase; AID 555; purified MK, PK/LDH-coupled NADH absorbance 340 nm; 65,000 tested, 0.48% active; inhibition, % at 10 µM;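 active = ranked among the strongest by inhibition in the single 10 µM screen, a fixed top-ranked set picked for dose follow-up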; also: no value below 0 was filed
HPDE-C7 cytotoxicity: HPDE-C7 pancreatic duct cell viability loss – fluorescence, HTS (AID 430); cytotoxicity, % at 10 µM; hits with a dose series show EC50 in µM; 63,000 tested, 1.8% active; HPDE-C7 pancreatic duct cells viability, fluorescence; higher % means a stronger effect;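 also: cells exposed to compound for 48 hours before viability readout; 0% = vehicle and 100% = reference cytotoxic drug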
PMK inhibit pilot replicates: recorded beside PMK inhibit, whose call it bears; inhibition, %; measured here: pilot screen replicates
Spn MK inh pilot replicates: further read-out of Spn MK inh, marked with its call; inhibition, %; measured here: pilot screen replicates
DPM-DC inhibit pilot screen %: second read-out of DPM-DC inhibit, no call of its own (marks repeat the call); inhibition, %; measured here: pilot screen trials
An asterisk follows results filed as active; i = inactive; nt = no result given. Rule as the data show it, unless noted: active = cytotoxicity above about 50%; inactive = the rest.

SMILES	LYP phosphatase	HPDE-C7K KRASV12	Alkaline phosphatase	HT1080 cytotoxicity	Bfl-1 inhibitors	DPM-DC inhibit	PMK inhibit	Spn MK inh	HPDE-C7 cytotoxicity	others
COc1cccc(C2CC(c3ccccc3Cl)Nc3nc(N)nn32)c1 (configuration not stated)	nt	nt	nt	0%	nt	i	12	9	nt
Cc1nn(C)cc1C1C2=C(CC(C)(C)CC2=O)OC2=C1C(=O)CC(C)(C)C2	8%	3%	14%	14%	-4%	i	5	0	-12%	PMK inhibit pilot replicates=3.5;Spn MK inh pilot replicates=0.0;DPM-DC inhibit pilot screen %=0.0
CCCc1cc(=O)n2[nH]c(NCc3ccccc3Cl)nc2n1	nt	11%	11%	-2%	1%	i	3	9	7%
CC(C)CCOP(=O)(c1ccc(N(C)C)cc1)C(O)c1ccccc1F (configuration not stated)	0%	13%	4%	0%	-2%	i	11	5	-1%
Cc1ccc(N(C(=O)C2CCCC2)C2C=CS(=O)(=O)C2)cc1C (configuration not stated)	nt	-4%	3%	4%	-7%	i	17	4	-15%
CC(C)(C)OC(=O)N[C@@H](Cc1ccccc1)c1nnc(SCC(=O)O)o1	-6%	nt	2%	25%	-5%	i	9	6	nt
CC(C)(C)n1nnc(CCc2nnn(C(C)(C)C)n2)n1	13%	-20%	6%	6%	-2%	i	5	0	-7%
Cc1cc(NC(=O)c2cc3nc(C4CC4)cc(C(F)(F)F)n3n2)no1	11%	-2%	14%	2%	-4%	i	2	2	9%
CC(C)OCC(O)Cn1c(N2CCCC2)nc2c1c(=O)[nH]c(=O)n2C (configuration not stated)	11%	-2%	1%	-1%	-3%	i	14	7	-8%
Cc1nc(NC(=O)CSc2nc3cccnc3n2C2CCCCC2)sc1C	3%	-19%	25%	4%	-7%	i	8	12	9%
CCn1c(C(=O)N2CCc3ccccc3C2)cc2sccc21	1%	6%	6%	6%	-2%	i	2	2	-7%
O=C1CCC(C(=O)Nc2ccc(OC(F)F)cc2)N1 (configuration not stated)	nt	3%	14%	-3%	-4%	i	10	3	-8%
CCN(C(=O)c1coc(=O)c(Br)c1)c1ccc2c(c1)OCO2	nt	37%	8%	-11%	43%	nt	13	0	74%*
Cc1ccc(Cl)cc1N1CCN(C(=O)COc2ccc(S(=O)(=O)NC(C)C)cc2)CC1	13%	-7%	-4%	-10%	0%	i	7	9	-7%
CCS(=O)(=O)N1CCN(c2nc(-c3ccccc3)cs2)CC1	nt	-6%	15%	10%	0%	i	1	3	-11%
CCOC(=O)Cc1csc(NS(=O)(=O)Cc2ccccc2)n1	5%	-11%	4%	-3%	-3%	i	6	8	-12%
CC(C)c1cc(NC(=O)C(C)(C)C)cc(C(C)C)c1O	5%	6%	18%	1%	-1%	i	7	5	-4%
CC(C)(C)OC(=O)N1CCC(C(=O)N2CCOCC2)CC1	nt	-3%	18%	nt	-2%	i	13	12	-5%
CCOC(=O)c1cn(CC(=O)Nc2ccc(CC)cc2)nn1	2%	3%	2%	2%	-9%	i	8	0	4%
COc1cccc(CNC(=O)C(CCSC)NS(=O)(=O)c2ccc3c(c2)oc(=O)n3C)c1 (configuration not stated)	0%	8%	8%	-8%	0%	i	13	8	-1%

Arranged by SMILES length (rising): 3 of the compounds above
SMILES	LYP phosphatase	HPDE-C7K KRASV12	Alkaline phosphatase	HT1080 cytotoxicity	Bfl-1 inhibitors	DPM-DC inhibit	PMK inhibit	Spn MK inh	HPDE-C7 cytotoxicity	others
CCS(=O)(=O)N1CCN(c2nc(-c3ccccc3)cs2)CC1	nt	-6%	15%	10%	0%	i	1	3	-11%
Cc1ccc(N(C(=O)C2CCCC2)C2C=CS(=O)(=O)C2)cc1C (configuration not stated)	nt	-4%	3%	4%	-7%	i	17	4	-15%
CC(C)(C)OC(=O)N[C@@H](Cc1ccccc1)c1nnc(SCC(=O)O)o1	-6%	nt	2%	25%	-5%	i	9	6	nt

Continuation.
SMILES	LYP phosphatase	HPDE-C7K KRASV12	Alkaline phosphatase	HT1080 cytotoxicity	Bfl-1 inhibitors	DPM-DC inhibit	PMK inhibit	Spn MK inh	HPDE-C7 cytotoxicity	others
COCC(=O)n1nc(-c2ccccc2)nc1NCc1ccc(F)cc1	6%	-6%	19%	5%	1%	i	2	8	2%
O=C(Nc1ccc2c(c1)OCO2)C(c1ccccc1)N1CCC2(CC1)OCCO2 (configuration not stated)	12%	-12%	13%	-2%	1%	i	17	0	-3%	PMK inhibit pilot replicates=0.0;Spn MK inh pilot replicates=0.0;DPM-DC inhibit pilot screen %=0.0
O=C1C(=C2CCCCC2)SC(=S)N1Cc1ccco1	13%	32%	7%	-14%	-4%	i	9	2	61%*
CCOc1cc(-c2nnc(-c3ccco3)o2)cc(OCC)c1OCC	16%	-5%	4%	7%	0%	i	2	4	1%
CCOC(=O)c1c(NC(=O)CSc2nnc(-c3ccco3)o2)sc(C(C)=O)c1C	3%	17%	2%	8%	-10%	i	5	4	10%
CC1=C(C(=O)Nc2ccccc2)C(c2ccco2)n2ncnc2N1 (configuration not stated)	-10%	5%	8%	9%	1%	i	0	1	0%
Cn1c(=O)c2c(nc(CN3CCOCC3)n2CCc2ccccc2)n(C)c1=O	9%	4%	13%	7%	-7%	i	8	12	4%
CCOC(=O)C1(C)NC(c2ccc(OC)c(OC)c2)C2C(=O)N(CC)C(=O)C21 (configuration not stated)	8%	8%	6%	15%	-1%	i	4	3	-5%	PMK inhibit pilot replicates=2.0;Spn MK inh pilot replicates=1.0;DPM-DC inhibit pilot screen %=0.5
COc1ccc2[nH]c(C)c(C(=O)CN3CC(C)OC(C)C3)c2c1 (configuration not stated)	12%	11%	12%	2%	0%	nt	6	3	0%
CS(=O)(=O)c1cccc(C(=O)Oc2ccccc2)c1	0%	-2%	9%	-3%	-4%	i	15	3	8%
C/C(=C(\C#N)C(=O)NCCCN1CCOCC1)N(C)C	11%	0%	11%	11%	-9%	i	9	5	12%	PMK inhibit pilot replicates=0.5;Spn MK inh pilot replicates=2.0;DPM-DC inhibit pilot screen %=4.0
CC1(C)NC(C)(C)C(O)(C(N)=O)C1=O (configuration not stated)	7%	-6%	-4%	-5%	-9%	i	10	7	-3%
Clc1ccc(-n2nnnc2Sc2ncnc3sccc23)cc1	7%	-6%	14%	-2%	-14%	i	14	4	5%	PMK inhibit pilot replicates=3.0;Spn MK inh pilot replicates=0.0;DPM-DC inhibit pilot screen %=4.0
COc1ccc(CCNC(=O)c2ccc(CN3CCOCC3)cc2)cc1	10%	2%	1%	-1%	-5%	i	12	10	-11%
C1=C(CCNc2ncnc3c2cnn3-c2ccccc2)CCCC1	5%	-16%	9%	-5%	1%	i	8	11	-17%	PMK inhibit pilot replicates=0.5;Spn MK inh pilot replicates=1.0;DPM-DC inhibit pilot screen %=3.0
CCOC(=O)c1[nH]c(C)c(C(=O)NCCCN2CCOCC2)c1C	6%	6%	6%	2%	-6%	i	12	0	4%
CCOC(=O)c1nnn(CC(=O)Nc2cccc(Cl)c2C)c1C(=O)OCC	3%	-1%	10%	nt	-5%	i	16	1	-15%
Cc1ccc(S(=O)(=O)NCCCN2CCOCC2)cc1C	1%	-9%	4%	0%	2%	i	0	0	-25%
CSc1ccccc1NC(=O)CCn1c(=O)sc2ccccc21	5%	-5%	9%	nt	-8%	i	0	1	-8%
Cc1cc(C)cc(C(=O)n2cnnc2N)c1	nt	-1%	4%	39%	-4%	i	4	6	-2%
COc1cccc(-c2nc(CS(=O)CC(=O)NC3CC3)c(C)o2)c1 (configuration not stated)	nt	-3%	7%	7%	-3%	i	0	8	-3%
O=S(=O)(c1ccccc1)c1nc(-c2ccco2)oc1NCCCN1CCOCC1	7%	-12%	6%	0%	6%	i	3	6	5%	PMK inhibit pilot replicates=0.0;Spn MK inh pilot replicates=0.0;DPM-DC inhibit pilot screen %=0.5
Cc1ccc(-c2cc(C(F)F)n3ncc(C(=O)N4CCN(c5ccccn5)CC4)c3n2)cc1	8%	32%	12%	-3%	9%	i	0	5	31%	PMK inhibit pilot replicates=3.0;Spn MK inh pilot replicates=1.0;DPM-DC inhibit pilot screen %=8.0
CCOc1ccc(Cn2nnc(C(=O)Nc3ccc(OC)cc3OC)c2N)cc1	4%	3%	13%	3%	0%	i	2	3	8%	PMK inhibit pilot replicates=3.5;Spn MK inh pilot replicates=3.0;DPM-DC inhibit pilot screen %=1.5
O=C(Cn1cnc2c(nnn2-c2ccccc2)c1=O)N1CCOCC1	8%	-2%	8%	-1%	3%	i	10	0	-8%
Cc1cc(=O)n2nc(N3CCCC3C(=O)NCCCN3CCCCC3)sc2n1 (configuration not stated)	2%	nt	4%	3%	-8%	i	18	0	nt
CC(C)Cc1nnc(NC(=O)CSc2nc(=O)cc(N)n2-c2ccccc2)s1	23%	nt	nt	1%	nt	i	6	6	nt
Oc1ccccc1/C=N/c1c(-c2ccco2)nc2ccccn12	5%	-9%	8%	1%	4%	nt	11	0	6%
O=C(c1cnn2c(C(F)(F)F)cc(-c3ccc4c(c3)OCO4)nc12)N1CCCC1	0%	-3%	11%	4%	-5%	i	12	3	-10%
Cc1noc(/C=C/N(C)C)c1S(=O)(=O)NC1CCCCC1	2%	17%	7%	1%	-5%	i	17	5	12%
CCN1CCN(CC(=O)Nc2ccccc2)C(=O)C1=O	-9%	-3%	1%	10%	2%	i	22	10	-5%
CCOc1ccc(NC(=O)C(C)O)c(NS(=O)(=O)c2ccc(CCNC(C)=O)cc2)c1 (configuration not stated)	-3%	-2%	6%	3%	-6%	i	5	23	-2%
Cc1ccc(N2C(=O)C(Cl)=C(Nc3c(C)n(C)n(-c4ccccc4)c3=O)C2=O)cc1	18%	-8%	4%	-6%	-1%	i	11	9	0%

Molecules shown so far containing a thiophene ring, fused or not (three):
SMILES	LYP phosphatase	HPDE-C7K KRASV12	Alkaline phosphatase	HT1080 cytotoxicity	Bfl-1 inhibitors	DPM-DC inhibit	PMK inhibit	Spn MK inh	HPDE-C7 cytotoxicity	others
CCn1c(C(=O)N2CCc3ccccc3C2)cc2sccc21	1%	6%	6%	6%	-2%	i	2	2	-7%
CCOC(=O)c1c(NC(=O)CSc2nnc(-c3ccco3)o2)sc(C(C)=O)c1C	3%	17%	2%	8%	-10%	i	5	4	10%
Clc1ccc(-n2nnnc2Sc2ncnc3sccc23)cc1	7%	-6%	14%	-2%	-14%	i	14	4	5%	PMK inhibit pilot replicates=3.0;Spn MK inh pilot replicates=0.0;DPM-DC inhibit pilot screen %=4.0

Three entries drawn at random from those above:
SMILES	LYP phosphatase	HPDE-C7K KRASV12	Alkaline phosphatase	HT1080 cytotoxicity	Bfl-1 inhibitors	DPM-DC inhibit	PMK inhibit	Spn MK inh	HPDE-C7 cytotoxicity	others
CCN1CCN(CC(=O)Nc2ccccc2)C(=O)C1=O	-9%	-3%	1%	10%	2%	i	22	10	-5%
Cc1ccc(N2C(=O)C(Cl)=C(Nc3c(C)n(C)n(-c4ccccc4)c3=O)C2=O)cc1	18%	-8%	4%	-6%	-1%	i	11	9	0%
CCOc1ccc(NC(=O)C(C)O)c(NS(=O)(=O)c2ccc(CCNC(C)=O)cc2)c1 (configuration not stated)	-3%	-2%	6%	3%	-6%	i	5	23	-2%

Assay outcomes: PubChem, several laboratories
